Screening results deposited in PubChem by National Center for Advancing Translational Sciences (NCATS).
B2AR arrestin = recruits beta-arrestin to the human beta2-adrenergic receptor; P07550; beta-arrestin recruitment to beta2AR, cell-based reporter; Potency, µM (series often up to 46.1 µM), inactives show at the top dose activation, hits mostly activators; hit rate 0.02% among 330,000;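 further: potency means the concentration at half of the fitted maximal effect; 0% = DMSO controls and full agonism = EC100 isoproterenol or metaproterenol; nearly all actives have a fitted effect of over 65% in size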
USP2a block = USP2a (human) protease inhibition; O75604; Potency, µM (doses to about 38.3 µM), for the others: top-dose activity change, negative = inhibition, usual class: inhibitors; USP2 core, Ub-CHOP2 coupled fluorogenic reporter, 485/531; hit rate 0.01% among 330,000;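 further: potency means the concentration at half of the fitted maximal effect; plate controls were DMSO wells for no effect and full inhibition by NEM control for full effect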
Target sequence (O75604 whole entry, looked up): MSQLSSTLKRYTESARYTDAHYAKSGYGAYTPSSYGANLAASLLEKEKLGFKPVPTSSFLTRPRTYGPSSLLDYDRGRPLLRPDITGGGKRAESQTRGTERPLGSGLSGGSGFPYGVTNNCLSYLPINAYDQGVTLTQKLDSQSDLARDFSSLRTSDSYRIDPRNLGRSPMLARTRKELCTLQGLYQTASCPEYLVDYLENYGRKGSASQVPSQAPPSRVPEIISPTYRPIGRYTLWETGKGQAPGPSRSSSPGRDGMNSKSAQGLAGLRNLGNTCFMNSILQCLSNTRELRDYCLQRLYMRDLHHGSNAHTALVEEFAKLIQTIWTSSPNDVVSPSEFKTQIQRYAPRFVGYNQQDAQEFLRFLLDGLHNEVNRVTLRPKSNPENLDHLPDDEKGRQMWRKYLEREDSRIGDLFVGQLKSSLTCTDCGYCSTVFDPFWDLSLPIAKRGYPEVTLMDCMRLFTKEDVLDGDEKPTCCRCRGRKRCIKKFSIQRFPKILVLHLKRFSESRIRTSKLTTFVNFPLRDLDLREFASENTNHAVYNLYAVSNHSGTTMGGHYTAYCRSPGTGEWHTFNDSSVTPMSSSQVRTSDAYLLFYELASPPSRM
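Deubiquitinase activity read as fluorescence (485/531 nm) after Ub-CHOP2 cleavage activates the enterokinase reporter on its substrate; USP2 core 10nM, Ub-CHOP2 and substrate 25nM each, 30min compound preincubation then 60min RT; data normalized to NEM, curves fitted.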
Eya2 phos inh = inhibitors of human Eya2 phosphatase activity | O00167 | recombinant Eya2, OMFP fluorescence dephosphorylation (OMFP is methylfluorescein phosphate) | Potency, µM (highest dose often 76.9 µM), inactives show top-dose activity, negative = inhibition, actives largely listed as inhibitors | hit rate 0.006% among 330,000 | AID 488837; further: potency means the concentration at half of the fitted maximal effect
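Eya2 protein (added as 0.2 uM solution) was preincubated with compound for 10 min at ambient temperature in 50 mM HEPES pH 7.5, 50 mM NaCl, 5 uM MgCl2, 0.05% BSA, 1 mM DTT. OMFP (added at 50 uM) then reacted 10 min; fluorescence read at 485/525 nm.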
uPA generation = cell surface uPA generation inhibition | Potency, µM (highest dose often 38.3 µM), for the others: at the highest dose activity change, negative = inhibition, usual class: inhibitors | AID 540303 | hit rate 0.31% among 330,000 | cell surface uPA generation assay, qHTS; active means well fitted inhibition curve with a large enough effect; inconclusive means small, poorly fitted or top-dose-only effect; inactive means no such curve, though single readings can be large or run the other way; tested in mouse RAW 264.7 cells; further: potency means the concentration at half of the fitted maximal effect; nearly all actives have a fitted effect of over 55% in size
hERG WT inh = KCNH2 (human, wildtype) channel inhibition | Q12809 | U2OS, BacMam KCNH2, thallium flux FluxOr; hits give low values | activity change, % at 1.84 µM | hit rate 0.37% among 340,000 | AID 720551;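 active means maximum activity change below -70%; inconclusive means maximum activity change between -70% and -50%; inactive means maximum activity change above -50%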
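U2OS cells were transduced with wild-type KCNH2 virus (2.03 x 10^8 / mL) for 4 h at room temperature, then cultured overnight at 37 C. Thallium flux was read with FluxOr dye. Rate constants were normalized to DMSO controls.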
PKM2 activator = activators of human pyruvate kinase M2. purified PKM2, Kinase-Glo ATP luminescence, activation; response scale: 0% is enzyme alone, no compound. AID 1631. Potency, µM (titrated, usually from 57.5 µM), inactives show at the top dose activation, most hits filed as activators. hit rate 0.34% among 260,000; further: potency means the concentration at half of the fitted maximal effect; nearly all actives have a fitted effect of over 55% in size
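hPK-M2, >95% pure; 0.1 mM ADP / 0.5 mM PEP final; imidazole pH7.2 buffer w/ 7 mM MgCl2, 50 mM KCl; 1 h RT; Kinase-Glo lum. Intermediate enzyme activity for dual inhibitor/activator qHTS.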
GALK inh = galactokinase (human) inhibition. P51570. Purified GALK, Kinase-Glo residual ATP luminescence. Potency, µM (series often up to 57.5 µM), for inactives: top-dose activity change, negative = inhibition, hits mostly inhibitors. hit rate 0.007% among 270,000. AID 1868; further: potency means the concentration at half of the fitted maximal effect
Target sequence (P51570 whole entry, looked up): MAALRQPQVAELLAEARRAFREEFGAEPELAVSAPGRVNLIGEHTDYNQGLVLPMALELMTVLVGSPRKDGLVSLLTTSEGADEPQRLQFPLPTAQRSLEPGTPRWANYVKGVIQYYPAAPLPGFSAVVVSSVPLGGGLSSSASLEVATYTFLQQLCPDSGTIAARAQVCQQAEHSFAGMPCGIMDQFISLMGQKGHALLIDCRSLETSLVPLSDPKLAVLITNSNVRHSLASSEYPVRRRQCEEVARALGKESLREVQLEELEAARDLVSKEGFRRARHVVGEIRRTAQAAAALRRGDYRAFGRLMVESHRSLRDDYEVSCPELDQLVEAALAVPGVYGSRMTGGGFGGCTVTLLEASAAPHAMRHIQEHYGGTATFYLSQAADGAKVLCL
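Kinase-Glo Plus luminescence measured ATP left after a 1 h room-temperature reaction. The reaction used 5 nM GALK, 100 uM galactose and 35 uM ATP at pH 8.0 (20 mM HEPES, 5 mM MgCl2, 60 mM NaCl, 1 mM DTT, 0.01% BSA).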
Giardia kill = Giardia lamblia killing; Giardia lamblia trophozoite viability; activity change, % at 7.66 µM, hits read low; hit rate 0.15% among 340,000; AID 540267; in the data active means activity change below about -80%; inconclusive means between about -30% and that limit;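 further: parasites exposed to compound for two days anaerobically before the ATP read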
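Compounds were tested on trophozoites seeded at 100 cells/well and held 48 hrs at 37 deg C anaerobically. An ATP-based luminescent kit measured the remaining live cells.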
Chronic BCR inh = inhibitors of chronic active B-cell receptor signaling; ABC-DLBCL IkBa-CBG/CBR reporter, luminescence ratio, 4 h; Potency, µM (doses to about 46.1 µM), for inactives: at the top dose ratio change, negative = lower green/red ratio, actives largely listed as inhibitors; hit rate 0.05% among 340,000; active means well fitted inhibition curve with a large enough effect in the signal ratio, with a control signal flat, not every such curve was filed as active; inconclusive means small, poorly fitted or top-dose-only effect, or effect the other way, or a change in a side signal; the % refers to the signal ratio;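 further: potency means the concentration at half of the fitted maximal effect; plate controls were basal doxycycline-induced cells for no effect and cells given 10 µM MG132 for full effect; MG132 reads +100%, hits lower the ratio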
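TMD8 ABC-DLBCL cells carrying doxycycline-inducible green luciferase fused to IkappaBalpha plus unfused red luciferase were exposed to compounds (up to 46 uM) for 4 hrs at 37C. Activity came from the overlap-corrected green/red luminescence ratio.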
Coupling enz = inhibits coupling enzyme system, counter-screen for aldolase hits; coupling enzyme system counterscreen, AmpLite Red fluorescence; activity change, negative = inhibition, % at 58.2 µM, hits read low; hit rate 0.67% among 290,000; AID 2472; in the data active means activity change below about -30%
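Counterscreen of the coupled detection system alone, without aldolase: glyceraldehyde-3-phosphate coupling enzymes plus AmpLite Red readout. Compounds at 57.5 uM final, 10 min RT preincubation, 20 min RT reaction, fluorescence 525/598 nm.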
KCNH2 3.1 inh = blocks the human KCNH2 3.1 channel isoform; U2OS KCNH2 3.1, thallium flux FluxOr; hits give low values; activity change, % (tested at about 1.8 µM); hit rate 0.95% among 340,000;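 active means maximum activity change below -70%; inconclusive means maximum activity change from -70% to -50%; inactive means maximum activity change above -50%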;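 further: thallium influx rate constant from kinetic fluorescence after stimulation buffer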
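U2OS cells transduced with KCNH2 3.1 mutant virus (1.77 x 10^8 /mL, 4 h), plated overnight at 37 C, loaded 45 min with FluxOr dye plus Red40 quencher. Thallium flux rate constant from kinetic reads after stimulation buffer, normalised to controls.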
* marks the source's active call; other numbers are inactive results; i = inactive; ? = inconclusive; / = no result given. Unless noted, the call rests on the fitted dose curve; in most records, active means well fitted curve in the direction sought with a large enough effect; inconclusive means small, poorly fitted or top-dose-only effect, or another doubt; inactive means no such curve, though single readings can be large; an effect the other way counts as inactive or inconclusive. Unless noted, on the % scale 0 is the no-effect control and ±100 the full control effect. Hits appear at their usual frequency. About 2.4% of those tested had a hit in this group.

Each structure is followed by: PKM2 activator, GALK inh, Eya2 phos inh, Chronic BCR inh, hERG WT inh, Giardia kill, USP2a block, B2AR arrestin, KCNH2 3.1 inh, Coupling enz, uPA generation
1	C/C=N/N(c1ccccc1)c1ccccc1
→ -1%, -2%, -2%, ?, 2, -24, 3%, -0.3%, 8, 0, -1%
2	CCN1CCN(C(=O)c2cc(=O)c3cc(C)ccc3o2)CC1
→ 5%, 5%, 4%, -12%, 15, -4, -2%, -0.4%, 8, 2, 1%
3	COc1ccc(NC(=O)N2CCCCCC2)c(OC)c1
→ 0%, 0%, 2%, -3%, 4, 1, 1%, -0.1%, 14, -1, 9%
4	CC(C)C(=O)Nc1ccc(NC(=O)c2cccnc2)cn1
→ 5%, -2%, 12%, -6%, 8, -2, 2%, 0.2%, 7, 2, 0%
5	O=C(COC(=O)Cc1ccsc1)NCC1CCCCC1
→ 3%, -1%, -23%, 2%, -5, 13, -1%, 0.1%, 5, 6, 5%
6	CCOC(=O)c1c(C)[nH]c(C)c1C(=O)COC(=O)C1CC(=O)N(CCc2ccccc2)C1 (configuration not stated)
→ /, /, -2%, 0%, 5, -6, -1%, -0.3%, 4, /, -4%
7	S=C(NCc1ccco1)N1CCC(c2nc3ccccc3o2)CC1
→ 7%, 4%, -5%, 2%, 2, 1, 2%, 0.4%, 3, 0, 1%
8	Cc1cc(C(=O)NC2=NCCS2)c2ccccc2n1
→ 10%, 3%, -3%, -3%, 6, -3, -1%, -0.1%, 1, 3, 9%
9	CCOc1ccc(CNS(=O)(=O)c2ccc(-c3ccc(=O)[nH]n3)o2)cc1OC
→ /, 10%, 4%, -1%, -10, -10, 2%, -0.2%, -15, 0, -5%
10	CCc1ccc(N2C(=O)C3C4CCC(C4=C(C)C)C3C2=O)cc1 (configuration not stated)
→ 4%, 1%, -5%, 6%, -12, -6, 2%, -1.4%, -11, -7, 1%
11	CS(=O)(=O)N(CC(=O)Nc1ccc(CC#N)cc1)c1ccc(C23CC4CC(CC(C4)C2)C3)cc1
→ -4%, 1%, -21%, ?, -3, -6, 2%, -0.2%, -15, 0, ?
12	CC1Cc2ccccc2N1C(=O)c1cc2sccc2n1Cc1ccc(F)cc1 (configuration not stated)
→ 10%, 0%, 7%, 29%, -7, 5, 1%, -1.2%, -29, -2, -5%
13	CN(CC(=O)Nc1ccc(F)cc1)C(=O)CN1C(=O)NC2(CCCC2)C1=O
→ /, /, 14%, 3%, 29, 9, 1%, -1.7%, 11, /, -2%
14	O=C(COC(=O)c1ccc(O)cc1)NC(c1ccccc1)c1ccccc1
→ /, /, -15%, -6%, 23, -17, 2%, 0.3%, -7, /, 3%
15	Cc1cc(Cl)c(S(=O)(=O)N2CCSCC2)cc1OCC(N)=O
→ 0%, -2%, 2%, 0%, -8, -5, 1%, -0.2%, 18, 0, 2%
16	c1ccc(CNC23CC4CC(CC(C4)C2)C3)nc1
→ 1%, 10%, 4%, 4%, -6, 2, 4%, 0.1%, 3, 0, -3%
17	CCCCNC(=O)c1onc(CSc2cc(C)ccc2C)c1C(=O)O
→ -1%, 1%, -30%, 12%, /, 1, 2%, -0.1%, /, 3, 7%
18	CCOCCn1c(SC)nc2c1c(=O)[nH]c(=O)n2C
→ -2%, 0%, -16%, ?, -1, -12, 1%, -0.3%, 7, 0, -4%
19	Cc1cc(S(=O)(=O)N2CCOCC2)ccc1OCC(=O)N1CCC(C(N)=O)CC1
→ /, -1%, 13%, -3%, -5, 22, 2%, -0.5%, 2, -2, 0%
20	CCOC1=C/C(=C/c2c(N)n3nc(CC(=O)N4CCCC4)sc3nc2=O)C=CC1=O
→ 0%, -6%, 3%, 8%, 3, -11, 5%, 0.5%, -2, 5, 1%
21	CCC1=NN(C(=O)Cc2ccc([N+](=O)[O-])cc2)C(O)(C(F)(F)F)C1 (configuration not stated)
→ 3%, 1%, -8%, ?, -4, -28, 0%, 0.1%, -5, 7, 4%
22	COc1ccccc1CNS(=O)(=O)c1ccc2c(c1)CC(=O)N2C
→ /, -6%, -2%, 7%, 10, -21, -1%, 0.6%, -5, -1, -1%
23	CC(=O)c1ccc(OCC(=O)NCC2(N3CCCCC3)CCCCC2)cc1
→ 2%, 5%, 1%, -13%, 7, -11, 3%, -0.9%, 16, 1, 6%
24	Cc1oc(=O)c(NC(=O)c2ccc(Cl)cc2)cc1C(=O)c1ccccc1
→ 6.3µM*, 4%, 11%, ?, -3, -10, -3%, 9.2%, -4, -6, -12%
25	COc1cccc(C(=O)N2CCN(C(=O)COc3ccc4ccccc4c3)CC2)c1
→ /, 7%, 2%, -10%, -21, -7, 4%, -0.3%, -6, -1, -9%
26	Cc1cccc(NC(=O)CN2C(=O)S/C(=C\c3ccc(-c4cccc(C(=O)O)c4C)o3)C2=O)c1
→ ?, 0%, -5%, ?, 2, 0, 0%, 0.1%, -1, 5, 7%
27	O=C(Nc1ccc(N2CCN(C(=O)c3cccs3)CC2)cc1)c1ccco1
→ /, -1%, ?, -5%, 26, -22, 0%, 0.2%, -12, 0, -2%
28	CC(=O)Nc1c(C)ccc(CNC(=O)COc2ccc(F)cc2)c1C
→ -4%, 4%, 6%, 0%, i, -11, 1%, -0.1%, -11, 2, -1%
29	Cc1cc(=O)oc2cc(OCC(=O)NCCN3CCOCC3)ccc12
→ /, -4%, -2%, 0%, -1, -7, 1%, 0.3%, 3, /, 2%
30	CC1(C)NC(=O)N(CC(O)COc2ccc(-c3ccc(C#N)cc3)cc2)C1=O (configuration not stated)
→ 3%, -3%, -9%, -5%, -1, 2, 0%, -0.2%, -11, -1, -2%
31	Cc1ccccc1S(=O)(=O)Nc1nc2ccccc2nc1NCCO
→ 0%, -1%, 4%, ?, 2, 7, 0%, 0.1%, 12, 0, 3%
32	COc1ccccc1C(=O)N(CCC1CCCN1C)c1nc2ccccc2s1 (configuration not stated)
→ -7%, 3%, 5%, ?, 4, 4, 3%, -0.1%, -19, 0, -7%
33	CCCCCCn1c(NCC)nc2c1c(=O)[nH]c(=O)n2C
→ -12%, 0%, 1%, -1%, 2, 1, 0%, -1.4%, 5, 4, 4%
34	Cc1ccc(C2N(c3ccc(Cl)c(Cl)c3)C(=O)C3CCCN32)o1 (configuration not stated)
→ 0%, 0%, -12%, ?, -16, 13, 1%, -0.3%, -7, 3, -1%
35	CCCSC1=N/C(=C/c2ccsc2)C(=O)N1c1ccccc1
→ 1%, 1%, -4%, 5%, 0, 5, 2%, -0.3%, 3, 2, 3%
36	CCOc1ccc(S(=O)(=O)Nc2ccc(C(=O)NCCCN3CCOCC3)cc2)cc1
→ /, /, -40%, 5%, 2, -12, 0%, 0.8%, 0, /, 11%
37	CC(=O)Cn1ncc(N2CCOCC2)cc1=O
→ -1%, 2%, 11%, ?, -1, 19, 0%, -0.2%, -1, -3, 9%
38	OC[C@@H]1[C@@H](c2ccccc2)C(c2ccc(F)cc2)=NN1c1ccccc1
→ /, /, -8%, 2%, -22, 13, 1%, -0.2%, -15, -2, -4%
39	Cc1cccc(NC(=O)/C=C/c2ccc3c(c2)OCO3)n1
→ -21%, /, -2%, ?, -7, ?, 3%, -1.6%, 20, -7, -8%
40	Cc1cccc(CNC(=O)C2CCC(=O)N(C3CCCC3)C2)c1 (configuration not stated)
→ -8%, -3%, 2%, -1%, -4, -10, 2%, 3.9%, -1, /, -4%
41	O=C(c1ccc(C(F)(F)F)n(Cc2ccc(Cl)cc2)c1=O)N1CCOCC1
→ /, 7%, -8%, -4%, -10, 13, 1%, -0.3%, 5, 3, -6%
42	O=C(c1cnn(C(=O)c2ccco2)c1)c1cc(F)ccc1O
→ /, /, 2%, 0%, 0, -23, -5%, 0.6%, 0, /, -3%
43	O=C(CSc1ncnc2ccccc12)c1ccco1
→ -11%, 0%, -25%, ?, 3, -11, 3%, -0.1%, 13, 1, -9%
44	Cc1ccc(NC(=S)N2CCCC2)cc1
→ -4%, 0%, 5%, 0%, /, -24, 0%, 0.1%, 15, 0, -12%
45	COc1ccccc1NC(=O)C(C)OC(=O)C(C)SCC(=O)Nc1ccc(C)cc1 (configuration not stated)
→ /, /, -12%, 2%, -6, -8, -1%, -0.4%, 13, /, -2%
46	C[C@H](CO)N1C[C@H](C)[C@@H](CN(C)C(=O)NC2CCCCC2)Oc2ccc(NC(=O)C3CCCCC3)cc2C1=O
→ /, /, 1%, 1%, -8, -27, 1%, 0.1%, -6, /, 10%
